TrxR1 substrate – rat thioredoxin reductase 1 substrate activity | purified TrxR1 substrate turnover, NADPH consumption readout | Potency, µM (top dose mostly 114 µM), inactives show at the highest dose activity change, negative = substrate turnover | actives 0.01% (n = 390,000) | AID 588456; also: % is scaled to controls: 0 for no effect and ±100 for the full control effect; nearly all actives have a fitted effect of over 50% in size
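Rat TrxR1, dispensed at 90 nM, was prereduced with 400 uM NADPH (final) for 5 min at ~22 deg C, then incubated with compound 15 min before 400 uM selenite. A first-read NADPH fluorescence drop versus no-compound background flagged substrates.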
rTrxR1 inhibitor – inhibitors of rat thioredoxin reductase 1; recombinant rTrxR1, NADPH fluorescence consumption, selenite substrate; Potency, µM (series often up to 114 µM), inactives show at the highest dose activity change, negative = inhibition, most hits filed as inhibitors; actives 1% (n = 390,000); AID 588453; also: % is scaled to controls: 0 for no effect and ±100 for the full control effect; nearly all actives have a fitted effect of over 65% in size
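Rat TrxR1 (90 nM in the dispensed reagent) was pre-reduced with 400 uM NADPH for 5 min at room temperature, then incubated with compound for 15 min. After 400 uM selenite was added, NADPH fluorescence (Ex 340/Em 450 nm) was followed for 8 min.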
Vif-APOBEC3G blk – blocks the Vif interaction with human APOBEC3G; Q9HC16; HeLa A3G-eYFP + Vif (tagged APOBEC3G with the HIV-1 protein that degrades it), YFP fluorescence, overnight; Potency, µM (highest dose often 46.1 µM), without a hit: top-dose activity, negative = active, usual class: inhibitors; actives 0.076% (n = 410,000); AID 602310;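 also: % is scaled to controls: 0 for no effect and ±100 for the full control effect; nearly all actives have a fitted effect of over 60% in size; hits raise eYFP signal because A3G escapes Vif-driven loss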
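HeLa cells stably expressing Vif and C-terminally eYFP-tagged A3G, seeded overnight at 37 deg C, then exposed to compound by pintool overnight at 37 deg C. Rise in yellow fluorescence (Ex 488/Em 500-530, Acumen) marks blocked Vif-driven A3G degradation.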
USP1 inh – blocks the human USP1/UAF1 deubiquitinase complex. actives 0.23% (n = 390,000). recombinant USP1/UAF1, Ub-Rhodamine cleavage fluorescence. Potency, µM (titrated, usually from 57.1 µM), inactives show at the highest dose activity change, negative = inhibition, usual class: inhibitors. O94782. AID 743255; also: % is scaled to controls: 0 for no effect and ±100 for the full control effect; nearly all actives have a fitted effect of over 60% in size; inactives centre near -12
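USP1/UAF1 complex at 1 nM was preincubated with compound for 15 min at room temperature, then Ub-Rho substrate (150nM final) was added. Fluorescence (480/540 nm) was read kinetically, 6 reads every 60 seconds.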
RXFP1 ag – agonists of human relaxin receptor RXFP1; actives 0.3% (n = 370,000); HEK293T-RXFP1 cAMP TR-FRET, 30 min; response scale: percent of porcine relaxin response, buffer zero; Potency, µM (top dose mostly 57.5 µM), without a hit: top-dose activation, actives largely listed as activators; Q9HBX9; AID 2676; also: % is scaled to controls: 0 for no effect and ±100 for the full control effect; nearly all actives have a fitted effect of over 60% in size; many of its hits are not listed in these tables
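HEK293 cells stably expressing RXFP1, treated 30 min at 37C with compounds plus PDE4 inhibitor Ro 20174; cAMP measured by HTRF TR-FRET. Normalized to buffer and 29 nM porcine relaxin; EC50 by Hill fit.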
12-LOX inh – ALOX12 (human) lipoxygenase inhibition; purified 12hLO, xylenol orange hydroperoxide absorbance; Potency, µM (titrated, usually from 108 µM), inactives show at the highest dose activity change, negative = inhibition, most hits filed as inhibitors; actives 1.1% (n = 580,000); AID 1671190; also: % is scaled to controls: 0 for no effect and ±100 for the full control effect
Target sequence (P18054 whole entry, looked up): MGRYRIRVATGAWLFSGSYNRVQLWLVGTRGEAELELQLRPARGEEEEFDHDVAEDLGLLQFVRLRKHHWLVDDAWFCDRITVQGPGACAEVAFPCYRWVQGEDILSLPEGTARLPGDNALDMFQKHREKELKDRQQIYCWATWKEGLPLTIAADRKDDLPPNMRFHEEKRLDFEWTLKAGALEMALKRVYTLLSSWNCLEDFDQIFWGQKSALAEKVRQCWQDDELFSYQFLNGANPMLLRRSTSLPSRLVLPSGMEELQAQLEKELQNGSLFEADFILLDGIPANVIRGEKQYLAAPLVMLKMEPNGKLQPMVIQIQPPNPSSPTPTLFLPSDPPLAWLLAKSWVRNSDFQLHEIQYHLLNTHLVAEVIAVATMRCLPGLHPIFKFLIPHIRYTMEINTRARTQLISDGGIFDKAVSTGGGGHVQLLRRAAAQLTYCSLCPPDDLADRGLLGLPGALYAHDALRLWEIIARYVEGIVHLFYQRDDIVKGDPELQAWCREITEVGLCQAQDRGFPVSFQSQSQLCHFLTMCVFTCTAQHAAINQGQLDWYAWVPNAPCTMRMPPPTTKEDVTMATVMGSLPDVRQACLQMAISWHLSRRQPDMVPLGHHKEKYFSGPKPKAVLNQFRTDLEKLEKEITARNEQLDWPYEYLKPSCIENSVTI
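Hydroperoxide product was detected by ferrous iron/xylenol orange as the 573 to 405 nm absorbance ratio. Arachidonic acid at 40 uM (final) was turned over for 30 min at room temperature by 150 nM human 12hLO, pH 7.0 Hepes buffer, after 15 min compound preincubation.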
RGS4 inhibitor – inhibitors of human regulator of G protein signaling 4. Transcreener GDP fluorescence polarization, RGS4-accelerated GTP hydrolysis. Potency, µM (doses to about 114 µM), inactives show at the highest dose activity change, negative = inhibition, hits mostly inhibitors. P49798. actives 0.039% (n = 390,000). AID 504845; also: % is scaled to controls: 0 for no effect and ±100 for the full control effect; nearly all actives have a fitted effect of over 75% in size; some results filed as inactive show a strong effect at the top dose
Target sequence (P49798 whole entry, looked up): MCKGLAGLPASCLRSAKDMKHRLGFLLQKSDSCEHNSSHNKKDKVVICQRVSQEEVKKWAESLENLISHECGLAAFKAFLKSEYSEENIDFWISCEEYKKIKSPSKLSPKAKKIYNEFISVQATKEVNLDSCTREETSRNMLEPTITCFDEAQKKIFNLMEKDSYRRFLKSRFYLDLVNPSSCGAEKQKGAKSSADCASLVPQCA
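MLSMR compounds (23 nl, pin-transferred) preincubated 10 min at room temperature with a 500nM (2x) first reagent, then RGS4 at 900nM (2x) plus Transcreener GDP mix added; fluorescence polarization (620/688 nm) read before and after 90 min at 30 °C.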
mIDH1 inhibitor – human IDH1 R132H inhibition; O75874; actives 0.093% (n = 390,000); IDH1-R132H enzyme, NADPH consumption, diaphorase/resazurin fluorescence; AID 602179; Potency, µM (titrated, usually from 76.6 µM), without a hit: at the top dose activity change, negative = inhibition, actives largely listed as inhibitors; also: % is scaled to controls: 0 for no effect and ±100 for the full control effect; nearly all actives have a fitted effect of over 65% in size
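IDH1-R132H (0.5 ug/mL) preincubated 30 min with compound, then NADPH (0.016 mM) and alpha-KG (2 mM) added; 80 min at RT, pH 7.5. Remaining NADPH coupled via diaphorase/resazurin to fluorescence (540/590 nm); concentration-response curves normalized to no-enzyme control.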
Vif-A3F inh – blocks the Vif interaction with APOBEC3F. HeLa A3F-eYFP + Vif (tagged APOBEC3F with the HIV-1 protein that degrades it), YFP fluorescence increase. Potency, µM (top dose mostly 46.1 µM), without a hit: at the highest dose activity, negative = active. actives 0.2% (n = 390,000). AID 602313; also: % of control where 0% means no effect; nearly all actives have a fitted effect of over 65% in size
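Fluorescence increase (Ex 488/Em 500-530) after overnight compound treatment at 37 deg C flags inhibition of Vif-driven A3F-eYFP loss in stable HeLa A3F-eYFP/Vif cells seeded overnight beforehand.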
An asterisk follows results filed as active; ? = inconclusive; . = no result given; & = joins results of further samples; [ ] = dose if it differs, or a comment. Calls follow the shape of the dose curve; as a rule, active = well fitted curve in the direction sought with a large enough effect; inconclusive = small, poorly fitted or top-dose-only effect, or another doubt; inactive = no such curve, though single readings can be large; an effect the other way counts as inactive or inconclusive. Potency is read from the fitted curve at half-maximal effect. Only part of the results is shown; the hit share may differ from the screen's.

Sequence of screens – TrxR1 substrate	rTrxR1 inhibitor	Vif-APOBEC3G blk	USP1 inh	RXFP1 ag	12-LOX inh	RGS4 inhibitor	mIDH1 inhibitor	Vif-A3F inh
[1] CC(C)C(NC(=O)c1c(F)cccc1F)C(=O)NC1CC(C)(C)NC(C)(C)C1 (stereo not given)
  3%	16%	4%	-15%	1.6%	5%	-9%	-7%	-10%
[2] COC(=O)N1CCc2c(sc(NC(=O)C3=COCCO3)c2C#N)C1
  -6%	0%	?	-20%	2.7%	?	-18%	0%	?
[3] COc1cccc(CN(C)CC(=O)Nc2ccccc2C(=O)Nc2ccccc2)c1OC
  2%[57.1 µM]	5%[57.1 µM]	1%	-22%	0.6%	3%	15%	20%	-5%
[4] CC(C)(C)c1ccc(Oc2ccc(N)cn2)cc1
  10%	14%	-2%	-17%	-0.9%	420%[activator]	-19%	0%	-2%
[5] COc1ccccc1C(=O)NNC(=S)NC(=O)c1sc2ccccc2c1Cl
  -6%	-27%	0%	-23%	2.2%	-16%	?	6%	-3%
[6] COc1ccc(Cn2c(=O)[nH]c3cc(C(=O)NCCCN4CCCCCC4)ccc3c2=O)cc1
  5%	-8%	-4%	-23%	-2.2%	?	-35%	-10%	-7%
[7] Cc1cn([C@H]2C[C@H](O)[C@@H](CCC(=O)NC(c3ccccc3)c3ccccc3)O2)c(=O)[nH]c1=O
  10%	9%	-5%	-26%	.	-4%	-14%	-10%	-19%
[8] Cc1ccc(N2CCN(c3ccc(C)cc3)C2c2cccnc2)cc1
  2%	2%	0%	-18%	-0.5%	-16%	15%	2%	0%
[9] N=c1n(CCN2CCCCC2)c2ccccc2n1CC(O)COc1ccccc1 (stereo not given)
  5%&0%	20%[57.1 µM]	-1%&-8%	-16%&-16%	0.4%	0%&-52%	-50%	10%&12%	-8%&1%
[10] CCOC(=O)Cc1csc(NC(=O)c2c(-c3ccccc3)noc2C)n1
  6%	14%	0%	-21%	1.0%	-8%	-10%	7%	-6%
[11] CCO[C@@H]1OC(C(=O)NCc2nc3ccccc3[nH]2)=C[C@H](C(C)(C)C)[C@H]1CCCO
  5%[57.1 µM]	2%[57.1 µM]	-20%	-20%	.	?	-1%	29%	-9%
[12] O=C(NC1CCN(Cc2ccccc2)CC1)c1cc(S(=O)(=O)Nc2ccc(F)cc2)ccc1Cl
  -1%	-4%	1%	-5%	0.0%	-14%	1%	0%	5%
[13] Cc1nn(-c2nccs2)c2c1C(=O)CC(C)(C)C2Br (stereo not given)
  -1%	15%	-12%	-21%	.	-2%	-18%	-4%	7%
[14] Cc1nnc(SCC(=O)Nc2ccccc2)[nH]c1=O
  6%[57.1 µM]	10%[57.1 µM]	1%	-1%	0.3%	-18%	2%	13%	2%
[15] CNC(=O)[C@@H]1C[C@H]1[C@@H](NC(=O)OCc1ccccc1)c1ccccc1
  7%[57.1 µM]	-1%[57.1 µM]	12%	-10%	0.3%	4%	-1%	-6%	5%
[16] O=C(O)CCNC(=O)c1ccc(Br)o1
  9%[57.1 µM]	5%[57.1 µM]	-6%	-10%	6.4%	0%	29%	5%	5%
[17] O=C1CS/C(=N/N=C\c2ccn[nH]2)N1
  0%[57.1 µM]	-2%[57.1 µM]	4%	-6%	3.2%	169%[activator]	-1%	7%	15%
[18] O=C1NC(=O)C(Cc2ccccc2)(c2ccccc2)N1 (stereo not given)
  3%	12%	1%	-1%	.	13%	4%	0%	1%
[19] O=C(COC(=O)c1ccc(F)cc1F)Nc1ccc(Cl)cn1
  5%	12%	-3%	-21%	-0.1%	177%[activator]	-10%	5%	-12%
[20] O=C(CCN1CCCCC1)NCNC(=O)CCN1CCCCC1
  0%	7%	-6%	-17%	0.1%	0%	7%	-6%	.
[21] CCc1cccc(NC(=O)Cn2c(C(=O)OC)cc3occc32)c1
  12%	16%	-1%	-16%	1.5%	?	11%	-10%	5%
[22] O=C(CCC(=O)Nc1ccccc1)NNS(=O)(=O)c1ccc(Cl)cc1
  7%	51%[activator]	-6%	-14%	1.0%	?	-22%	0%	2%
[23] COCCNc1ncnc2nc[nH]c12
  1%	5%	-1%	-5%	-0.5%	-16%	-12%[56.9 µM]	0%	2%
[24] S=C1NCN(Cc2cccnc2)CN1c1cccc(Cl)c1
  4%	7%	-4%	-18%	3.4%	33%[activator]	-14%	13%	-4%
[25] COc1cccc(CNC(=O)c2ccc(CS(=O)c3ccccc3)o2)c1 (stereo not given)
  8%[57.1 µM]	3%[57.1 µM]	0%&9%	-21%&1%	0.0%&1.3%	-4%&-27%	-6%[56.9 µM]	-12%&2%	-4%&-1%
[26] Clc1ccc(-n2cnnn2)cc1
  5%	24%	1%	3%	0.1%	-15%	9%	2%	-13%
[27] CN(C)C(=O)c1ccc(N/C=C(\C=O)c2nc3ccccc3o2)cc1
  -9%	-6%	-1%	-11%	-1.0%	-9%	0%	0%	14%
[28] CCOC(=O)N1CCC(NC(=O)C2=CCN(S(=O)(=O)c3ccccc3)CC2)CC1
  4%	20%	-5%	-20%	-0.6%	8%	-7%	1%	9%
[29] O=C(c1cc2nc(-c3ccco3)cc(C(F)(F)F)n2n1)N1CCN(c2ccccn2)CC1
  4%[57.1 µM]	?	0%	-13%	-0.5%	-1%	8%	1%	-2%
[30] CCCn1c(C)nc2c(c1=O)c1nc3ccccc3nc1n2CCC1=CCCCC1
  49%[activator]	-20%	-3%	-5%	-1.8%	-18%	-10%	-28%	.

The last 2 compounds of the section before are carried over, then new ones follow:
Sequence of screens – TrxR1 substrate	rTrxR1 inhibitor	Vif-APOBEC3G blk	USP1 inh	RXFP1 ag	12-LOX inh	RGS4 inhibitor	mIDH1 inhibitor	Vif-A3F inh
[29] O=C(c1cc2nc(-c3ccco3)cc(C(F)(F)F)n2n1)N1CCN(c2ccccn2)CC1
  4%[57.1 µM]	?	0%	-13%	-0.5%	-1%	8%	1%	-2%
[30] CCCn1c(C)nc2c(c1=O)c1nc3ccccc3nc1n2CCC1=CCCCC1
  49%[activator]	-20%	-3%	-5%	-1.8%	-18%	-10%	-28%	.
[31] O=C(Nc1cccc(C(F)(F)F)c1)c1c(O)c2ccccc2[nH]c1=O
  2%	38%[activator]	3%	-12%	-3.0%	.	-2%	-7%	7%
[32] COC(=O)c1ccccc1NC(=O)COc1ccccc1[N+](=O)[O-]
  4%[57.1 µM]	23%[57.1 µM]	-3%	-28%	-1.0%	19%	3%	4%	-9%
[33] O=C(COC(=O)c1cc(=O)[nH]c2ccccc12)NCc1cccs1
  16%	6%	3%	-16%	4.4%	-6%	-4%	0%	17%
[34] COC(=O)c1ccccc1NC(=O)Oc1ccc(C(C)C)cc1
  28%[57.1 µM]	15%[57.1 µM]	0%	-6%	0.6%	22%	-11%	0%	-3%
[35] CCOc1ccc(S(=O)(=O)NCCc2sc3nc(-c4ccc(C)cc4)nn3c2C)cc1
  -9%[57.1 µM]	4%[57.1 µM]	5%	-14%	0.2%	-2%	-24%	-14%	3%
[36] Cc1ccc(-n2ncc(C(=O)N3CCN(c4cccc(C)c4)C(C)C3)c2C2CCN(C(=O)OC(C)(C)C)CC2)cc1 (stereo not given)
  -12%	-8%	-1%	-22%	-3.9%	-16%	-24%	21%	-1%
[37] COc1ccc(S(=O)(=O)N(C)CC(=O)NCc2ccccc2)cc1OC
  -5%[57.1 µM]	6%	-4%	-28%	5.4%	21%	22%	8%	-11%
[38] CC(=O)N1c2ccc(S(=O)(=O)NCCC(=O)NCCc3ccc(Cl)cc3)cc2CC1C (stereo not given)
  -6%	-8%	3%	-8%	0.0%	-3%	-9%[56.9 µM]	5%	3%
[39] CC(C)(C)OC(=O)C[C@H]1C/C=C\C[C@@H](CC(=O)N(CCO)Cc2ccccc2)C(=O)N[C@H](C(C)(C)C)COC1=O
  1%	2%	-2%	?	.	-6%	9%	-5%	-6%
[40] Fc1ccccc1-c1nc(-c2ccncc2)no1
  3%	23%	0%	?	2.0%	-5%	-4%	-6%	1%
[41] O=C(Oc1cccc(C(=S)N2CCCCC2)c1)c1ccccc1
  -7%[57.1 µM]	6%	-1%	5%	3.5%	0%	-10%	-9%	-5%
[42] CCc1ccc(NC(=O)c2ccc(F)c(S(=O)(=O)N3CCC4(CC3)OCCO4)c2)cc1
  2%[57.1 µM]	9%[57.1 µM]	10%	-8%	5.7%	-20%	17%	-8%	1%
[43] COc1ccc(-c2noc(-c3cc(C(C)C)[nH]n3)n2)cc1
  -3%[57.1 µM]	11%[57.1 µM]	4%	-19%	0.2%	0%	12%	-7%	-15%
[44] Cc1[nH]c2ccccc2c1/C=N/NC(=O)CNC(=O)COc1ccccc1
  -8%	8%	-8%	1%	-2.3%	16%	21%	2%	2%
[45] CC(C)Cc1nnc(NC(=O)CCC(=O)NC2CCCCCC2)s1
  0%	17%	2%	-20%	1.7%	0%	-15%	-3%	1%
[46] Cc1ccc(S(=O)(=O)c2cn(C)c3cc(N4CCN(C)CC4)c(F)cc3c2=O)cc1
  44%&51%[activator]	24%&8%	-6%&2%	-21%&3%	3.0%&-0.3%	9%&2%	-1%&-20%	4%&8%	2%&-19%
[47] Cc1c(Cl)cccc1NC(=S)NCc1ccccc1
  -3%	-11%	1%	-24%	.	?	5%	0%	-8%
[48] Brc1ccc(/C=N/c2nc3ccccc3n2CCN2CCOCC2)cc1
  -5%	?	-6%	-21%	3.6%	3%	-9%	2%	5%
